Assay outcomes: PubChem BioAssay, Sanford-Burnham Center for Chemical Genomics
SKN-1 block: C. elegans SKN-1 inhibition; C. elegans VP596 Pgst-4::GFP/RFP ratio, acrylamide-induced, 24 h; inhibition, % at 21.8 µM; 360,000 tested, 0.49% active; AID 624304;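 active means interference check ratio from 0.5 to 1.5 plus GFP to RFP signal ratio inhibition reaching or exceeding a fixed threshold, cut at about 30% in these data, passing the limit was not always enough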; further: some compounds called inactive have numbers as strong as hits
STEP block: inhibitors of human striatal-enriched phosphatase STEP. P54829. recombinant STEP, OMFP fluorogenic substrate, fluorescence. inhibition, % at 20 µM. 360,000 tested, 0.25% active;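 active means inhibition at 20 µM, scaled per plate between control wells, above about 37%, limit read from the data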;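 further: 0% = DMSO with enzyme and substrate and 100% = substrate only without enzyme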
Target sequence (P54829 whole entry, looked up): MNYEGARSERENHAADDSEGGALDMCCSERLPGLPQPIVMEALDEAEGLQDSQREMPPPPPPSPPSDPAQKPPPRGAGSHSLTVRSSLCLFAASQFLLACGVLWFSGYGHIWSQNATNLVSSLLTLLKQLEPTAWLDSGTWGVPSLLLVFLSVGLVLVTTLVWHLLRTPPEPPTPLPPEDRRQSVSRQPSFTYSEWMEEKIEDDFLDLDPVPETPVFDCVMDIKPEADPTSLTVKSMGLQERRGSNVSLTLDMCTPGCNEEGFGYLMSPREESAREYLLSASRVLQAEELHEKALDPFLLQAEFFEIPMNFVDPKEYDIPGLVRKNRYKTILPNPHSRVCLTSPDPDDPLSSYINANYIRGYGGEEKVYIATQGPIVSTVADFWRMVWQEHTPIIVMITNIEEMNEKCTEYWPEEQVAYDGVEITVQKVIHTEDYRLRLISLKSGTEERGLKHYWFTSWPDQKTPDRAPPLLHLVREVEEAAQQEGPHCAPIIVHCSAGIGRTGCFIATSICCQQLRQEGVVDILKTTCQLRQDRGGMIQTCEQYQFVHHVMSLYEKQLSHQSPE
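Material: STEP (striatal-enriched tyrosine phosphatase) enzyme, cell-free | Medium: 50 mM Bis-Tris pH 6.0 with 2.5 mM DTT and 0.005% Tween 20 | Read-out: Percent inhibition scaled to no-enzyme and uninhibited-enzyme controls, plate-pattern corrected | Signal: Fluorescence read at 480 nm ex / 540 nm em | Times: 20 min reaction, room temperature, in the dark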
NadD inh: NadD (S. aureus) enzyme inhibition. purified NadD enzyme, colorimetric absorbance read-out. inhibition, % at 20 µM. 360,000 tested, 0.78% active. AID 602399; in the data active means inhibition above about 26%; further: some compounds past the cut are filed as inactive
SUMO1 PPI mod: SUMO1-SIM interaction modulation | inhibition, % at 20 µM | AID 602429 | SUMO1 binding to a labelled peptide, TR-FRET, 1 h | P63165 | 360,000 tested, 0.33% active; in the data active means inhibition above about 37%
Rpn11 block: inhibitors of human proteasome Rpn11 | O00487 | human 26S proteasome, Ub4-pepOG fluorescence polarization; 20S core pre-blocked with epoxomicin | calls only at 20 µM | 360,000 tested, 0.59% active;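 active means inhibition at 20 µM, scaled to each plate's controls, above about 33%, limit read from the data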
Target sequence (O00487 whole entry, looked up): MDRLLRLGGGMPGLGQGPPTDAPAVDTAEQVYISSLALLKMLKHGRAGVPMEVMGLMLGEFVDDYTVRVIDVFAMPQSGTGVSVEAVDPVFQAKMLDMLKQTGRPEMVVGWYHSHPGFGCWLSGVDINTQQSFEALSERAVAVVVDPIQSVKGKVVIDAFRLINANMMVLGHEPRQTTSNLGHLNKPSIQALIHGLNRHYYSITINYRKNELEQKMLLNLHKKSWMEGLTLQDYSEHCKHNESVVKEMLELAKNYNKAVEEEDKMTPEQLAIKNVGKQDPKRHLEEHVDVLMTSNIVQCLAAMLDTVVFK
DNMT1 block: blocks human DNA methyltransferase DNMT1. inhibition (reported as % activation of signal), % at 10 µM. 360,000 tested, 0.83% active. DNMT1 molecular beacon, Hinp1I cleavage, fluorescence. P26358; in the data active means inhibition above about 50%
Scp-1 inhibitor: inhibitors of human Scp-1 phosphatase. 340,000 tested, 0.88% active. inhibition, % at 20 µM. Q9GZU7. Recombinant Scp1, phosphopeptide, malachite green phosphate absorbance;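 active means inhibition above about 50% at 20 µM, limit read from the data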;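 further: plate controls were DMSO wells with enzyme for no effect and wells lacking enzyme for full effect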
Target sequence (Q9GZU7 76-261 limits assumed): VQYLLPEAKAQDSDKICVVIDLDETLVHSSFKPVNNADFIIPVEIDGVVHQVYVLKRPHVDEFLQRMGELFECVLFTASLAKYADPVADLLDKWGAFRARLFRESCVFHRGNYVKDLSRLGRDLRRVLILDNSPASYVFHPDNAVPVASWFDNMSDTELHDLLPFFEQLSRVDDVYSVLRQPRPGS
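Test system: SCP-1 phosphatase catalytic domain, residues 76-261 | Compound dosing: One concentration, 20 µM, with 1.0% DMSO | Schedule: 45 min room-temperature reaction, 5 min colour, 30 min stabiliser | Detection: Absorbance at 630 nm | Read-out basis: % inhibition of SCP-1 phosphate liberation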
MT1-MMP act inh: MT1-MMP (human) activation inhibition; P50281; HT1080 RFP-PRO-GFP cells, GFP/RFP ratio fluorescence, overnight; percent of plate control window, DMSO zero; GFP/RFP ratio change, % at 20 µM; 360,000 tested, 0.061% active; AID 651647;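 active means GFP/RFP ratio change of at least 30% with cell ATP level not reduced by more than half and red fluorescence within 50% of control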; further: strong numbers were not always called active
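Assay system: HT1080 RFP-PRO-GFP cells | Dosing: 20 µM single dose, 1% DMSO | Incubation: Cells overnight before dosing, compound overnight, 37 °C, 5% CO2 | Evaluation: GFP/RFP fluorescence ratio | Control set: DMSO-only wells and HT1080 RFP-L50D-GFP cell wells as references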
CendR NRP1 mod: alters CendR peptide binding to human NRP-1 | O14786 | FAM-RPARPAR peptide binding to NRP-1, fluorescence polarization | inhibition, % at 25 µM | AID 602438 | 360,000 tested, 0.85% active;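 active means inhibition or corrected inhibition above about 18%, plus a signal ratio from 0.5 to 1.5, limit read from the data, passing the limit was not always enough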; further: strong numbers were not always called active
LMPTP block: LMPTP (human) inhibition | P24666 | recombinant LMPTP-A, OMFP fluorogenic substrate, fluorescence intensity | inhibition, % at 20 µM | 360,000 tested, 0.22% active | AID 651560;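 active means compounds that cut the enzyme signal by at least half of the control window in the single-dose screen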;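 further: plate controls were DMSO wells with enzyme plus substrate for no effect and substrate without enzyme for full effect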
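Assay system: LMPTP-A phosphatase enzyme | Input: 0.625 nM enzyme | Also added: Fluorogenic phosphatase substrate OMFP at 400 µM final | Compound dosing: One test concentration per compound, 20 µM, with 3% DMSO overall | Schedule: 50 min enzyme reaction at room temperature, protected from light | Signal: Fluorescence intensity | Benchmarks: no-enzyme and uninhibited controls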
Starred values were filed as active, the others as inactive.

How did O=C(Cc1n[nH]c(=O)c2ccccc12)Nc1ccc(-c2nnc3n2CCCCC3)cc1 do in these assays?
SKN-1 block: -2.2; STEP block: -2.8; NadD inh: 3.6; SUMO1 PPI mod: 1.4; Rpn11 block: inactive; DNMT1 block: -0.5; Scp-1 inhibitor: 6.2; MT1-MMP act inh: -3.8; CendR NRP1 mod: 8.8; LMPTP block: -2.4

How did COc1ccccc1/C=[N+](\[O-])C1SC(=S)N(C)C1(C)C (stereo not drawn) do in these assays?
SKN-1 block: 15.4; STEP block: -0.3; NadD inh: -3.1; SUMO1 PPI mod: -11.6; Rpn11 block: inactive; DNMT1 block: 3.4; Scp-1 inhibitor: -16.4; MT1-MMP act inh: -4.0; CendR NRP1 mod: 18.5; LMPTP block: -1.3

What do the screens show for `COc1ccc(CC(=O)N2CCN(c3ccc(C4=NNC(=O)CC4C)cc3)CC2)cc1` (stereo not drawn)?
SKN-1 block: 27.5; STEP block: -1.0; NadD inh: 6.8; SUMO1 PPI mod: -2.7; Rpn11 block: inactive; DNMT1 block: -3.6; Scp-1 inhibitor: -4.1; MT1-MMP act inh: 4.1; CendR NRP1 mod: -1.4; LMPTP block: 0.9

Results for O=S(=O)(Nc1ccccc1O)c1cccc2cccnc12 ?
SKN-1 block: 8.3; STEP block: 0.5; NadD inh: 0.2; SUMO1 PPI mod: 6.9; Rpn11 block: inactive; DNMT1 block: -3.3; Scp-1 inhibitor: -2.2; MT1-MMP act inh: -2.5; CendR NRP1 mod: -0.3; LMPTP block: 0.8

How did CCOC(=O)N1CCN(C(=O)CSCc2nc(-c3ccccc3F)oc2C)CC1 do in these assays?
SKN-1 block: 0.8; STEP block: 1.4; NadD inh: 2.6; SUMO1 PPI mod: -0.9; Rpn11 block: inactive; DNMT1 block: -2.8; Scp-1 inhibitor: -9.0; MT1-MMP act inh: 8.5; CendR NRP1 mod: 12.0; LMPTP block: -0.7

Results for Cc1c(Br)c([N+](=O)[O-])nn1C(C)C(=O)N1CCCc2ccccc21 (stereo not drawn) ?
SKN-1 block: 12.5; STEP block: 0.0; NadD inh: -4.4; SUMO1 PPI mod: -15.7; Rpn11 block: inactive; DNMT1 block: -2.8; Scp-1 inhibitor: -5.2; MT1-MMP act inh: -2.2; CendR NRP1 mod: 4.4; LMPTP block: -0.1

What do the screens show for `c1ccc2c(c1)[nH]c1c(N3CCC4(CC3)OCCO4)ncnc12`?
SKN-1 block: 0.6; STEP block: -0.9; NadD inh: 6.2; SUMO1 PPI mod: 1.9; Rpn11 block: inactive; DNMT1 block: 0.4; Scp-1 inhibitor: 2.6; MT1-MMP act inh: 4.0; CendR NRP1 mod: 12.1; LMPTP block: 0.0

Results for COc1cc(/C=N/NC(=Nc2ccc(C)cc2)c2nc3ccccc3s2)ccc1O ?
SKN-1 block: 9.9; STEP block: 1.7; NadD inh: 16.4; SUMO1 PPI mod: 0.2; Rpn11 block: inactive; DNMT1 block: -4.1; Scp-1 inhibitor: 2.2; MT1-MMP act inh: -12.2; CendR NRP1 mod: -15.9; LMPTP block: 1.8

How did CC[C@@H](C)[C@@H]1CN([C@@H](C)CN2CCC[C@H]2CN2C(N)=NC[C@@H]2Cc2ccccc2)C(=N)N1CCCC1CCCC1 do in these assays?
SKN-1 block: -16.8; STEP block: 1.3; NadD inh: 7.1; SUMO1 PPI mod: -42.4; Rpn11 block: inactive; DNMT1 block: 10.5; Scp-1 inhibitor: 16.6; MT1-MMP act inh: 12.7; CendR NRP1 mod: -4.5; LMPTP block: 2.8

What do the screens show for `CCCCNc1nnc(SCC(=O)c2c(N)n(CCC)c(=O)[nH]c2=O)s1`?
SKN-1 block: 5.5; STEP block: 1.6; NadD inh: -0.7; SUMO1 PPI mod: -0.1; Rpn11 block: inactive; DNMT1 block: 5.9; Scp-1 inhibitor: -4.3; MT1-MMP act inh: 5.6; CendR NRP1 mod: 3.4; LMPTP block: -0.8

Results for Cc1cc(NC(=O)C2C3C(=O)N(CCC(C)C)C(C(=O)NCc4ccccc4)C34C=CC2(C)O4)no1 (stereo not drawn) ?
SKN-1 block: 8.1; STEP block: -1.2; NadD inh: -1.2; SUMO1 PPI mod: 0.7; Rpn11 block: inactive; DNMT1 block: -1.4; Scp-1 inhibitor: -5.5; MT1-MMP act inh: -3.1; CendR NRP1 mod: -1.5; LMPTP block: -0.8

Results for C=CCSc1ncc(-c2ccccc2)cn1 ?
SKN-1 block: 73.0*; STEP block: 2.1; NadD inh: -6.5; SUMO1 PPI mod: 1.8; Rpn11 block: inactive; DNMT1 block: -0.4; Scp-1 inhibitor: -6.5; MT1-MMP act inh: 6.0; CendR NRP1 mod: 2.3; LMPTP block: 1.1

What do the screens show for `Cc1cc(C(=O)N/N=C2\CC(=O)CC(C)(C)C2)c2ccccc2n1`?
SKN-1 block: 3.7; STEP block: -0.7; NadD inh: -4.8; SUMO1 PPI mod: -3.7; Rpn11 block: inactive; DNMT1 block: -6.4; Scp-1 inhibitor: -8.0; MT1-MMP act inh: -4.0; CendR NRP1 mod: -4.5; LMPTP block: -0.6

Results for Cc1ccccc1N(C(=O)Cc1c[nH]c2ccccc12)C(C(=O)NC1CCCCC1)c1ccco1 (stereo not drawn) ?
SKN-1 block: -2.7; STEP block: -0.7; NadD inh: 2.0; SUMO1 PPI mod: -2.4; Rpn11 block: inactive; DNMT1 block: 10.7; Scp-1 inhibitor: -5.3; MT1-MMP act inh: -9.6; CendR NRP1 mod: -0.9; LMPTP block: 1.3

What do the screens show for `Cc1c(Nc2cc(N3CCCC(C)C3)c3nonc3c2[N+](=O)[O-])c(=O)n(-c2ccccc2)n1C` (stereo not drawn)?
SKN-1 block: -2.7; STEP block: 1.2; NadD inh: 10.8; SUMO1 PPI mod: -24.9; Rpn11 block: inactive; DNMT1 block: 4.8; Scp-1 inhibitor: 12.4; MT1-MMP act inh: -0.3; CendR NRP1 mod: -12.7; LMPTP block: 0.6

How did COc1ccc(N2Cc3ccc(OC)c(OC)c3C2=O)cc1 do in these assays?
SKN-1 block: -1.6; STEP block: -1.1; NadD inh: 2.0; SUMO1 PPI mod: 2.7; Rpn11 block: inactive; DNMT1 block: 0.6; Scp-1 inhibitor: 6.0; MT1-MMP act inh: -2.8; CendR NRP1 mod: 11.8; LMPTP block: -0.7

Results for CSc1ccccc1NC(=O)CN(C)CC(=O)Nc1ccccc1C(F)(F)F ?
SKN-1 block: -1.7; STEP block: 5.5; NadD inh: -4.5; SUMO1 PPI mod: 2.5; Rpn11 block: inactive; DNMT1 block: -0.6; Scp-1 inhibitor: -6.9; MT1-MMP act inh: 3.1; CendR NRP1 mod: 6.2; LMPTP block: -1.7

Results for O=C(N/N=C/c1ccc([N+](=O)[O-])o1)c1ccc(O)cc1 ?
SKN-1 block: 7.3; STEP block: 2.8; NadD inh: 0.6; SUMO1 PPI mod: -9.0; Rpn11 block: inactive; DNMT1 block: -6.3; Scp-1 inhibitor: 1.3; MT1-MMP act inh: -17.4; CendR NRP1 mod: -22.8; LMPTP block: -0.1

Results for O=C(Cn1ccc(NC(=O)OCc2ccccc2)nc1=O)NCCc1ccccn1 ?
SKN-1 block: 3.6; STEP block: 0.9; NadD inh: -0.1; SUMO1 PPI mod: -3.9; Rpn11 block: inactive; DNMT1 block: 4.6; Scp-1 inhibitor: -5.0; MT1-MMP act inh: 3.9; CendR NRP1 mod: 7.2; LMPTP block: -2.0

How did CC1CCc2c(c3ccccc3[nH]c2=O)O1 (stereo not drawn) do in these assays?
SKN-1 block: 11.4; STEP block: 0.4; NadD inh: 3.4; SUMO1 PPI mod: -1.0; Rpn11 block: inactive; DNMT1 block: 1.2; Scp-1 inhibitor: -4.3; MT1-MMP act inh: -2.9; CendR NRP1 mod: 12.9; LMPTP block: -1.3

How did Cc1ccc(-c2cnc(C(O)c3c(C)cccc3C)[nH]2)cc1 (stereo not drawn) do in these assays?
SKN-1 block: 14.6; STEP block: -2.0; NadD inh: -2.6; SUMO1 PPI mod: -1.2; Rpn11 block: inactive; DNMT1 block: 4.0; MT1-MMP act inh: -1.0; CendR NRP1 mod: 0.0; LMPTP block: 0.6

What do the screens show for `Clc1cccc(CN2CCc3c([nH]c4ccccc34)C2)c1Cl`?
SKN-1 block: 16.1; STEP block: 1.8; NadD inh: -6.6; SUMO1 PPI mod: -5.5; Rpn11 block: inactive; DNMT1 block: -0.9; Scp-1 inhibitor: -7.7; MT1-MMP act inh: -0.5; CendR NRP1 mod: -8.7; LMPTP block: 1.0

How did COc1ccccc1NC(=O)C(C)Sc1nccn1C (stereo not drawn) do in these assays?
SKN-1 block: 1.9; STEP block: -0.2; NadD inh: -10.2; SUMO1 PPI mod: 5.1; Rpn11 block: inactive; DNMT1 block: 2.7; Scp-1 inhibitor: 0.5; MT1-MMP act inh: 0.2; CendR NRP1 mod: 15.3; LMPTP block: -1.1

What do the screens show for `CCn1c(COc2c(C)cccc2C)nnc1SCc1nc2ccccc2c(=O)[nH]1`?
SKN-1 block: -0.2; STEP block: -1.5; NadD inh: -7.9; SUMO1 PPI mod: 1.6; Rpn11 block: inactive; DNMT1 block: -3.5; Scp-1 inhibitor: -2.7; MT1-MMP act inh: 4.5; CendR NRP1 mod: 2.0; LMPTP block: -0.2

What do the screens show for `Brc1cc2c(cc1C1OCCCO1)OCO2`?
SKN-1 block: 2.2; STEP block: 3.2; NadD inh: -6.7; SUMO1 PPI mod: -4.8; Rpn11 block: inactive; DNMT1 block: 0.4; Scp-1 inhibitor: -4.7; MT1-MMP act inh: -2.8; CendR NRP1 mod: 2.1; LMPTP block: -2.8

How did COc1ccccc1NC(=O)COC(=O)c1ccccc1C(=O)N1CCN(c2ccccc2)CC1 do in these assays?
SKN-1 block: -13.3; STEP block: 5.0; NadD inh: -5.9; SUMO1 PPI mod: 2.4; Rpn11 block: inactive; DNMT1 block: 5.8; Scp-1 inhibitor: -2.9; MT1-MMP act inh: -8.3; CendR NRP1 mod: 3.6; LMPTP block: -1.0

What do the screens show for `Cc1cc(C)c(OCC(O)CN2CCN(C(=O)c3ccccc3)CC2)c(C)c1` (stereo not drawn)?
SKN-1 block: 18.8; STEP block: 1.9; NadD inh: 2.3; SUMO1 PPI mod: 5.0; Rpn11 block: inactive; DNMT1 block: 3.8; Scp-1 inhibitor: -6.5; MT1-MMP act inh: -0.6; CendR NRP1 mod: 6.2; LMPTP block: -2.3
